KCNQ2 block = KCNQ2 potassium channel inhibitors, primary screen, cell-based, CHO-K1, FluxOR thallium flux, B-score (AID 2156). O88943. 20 min; hits give low values. hit rate 1.1% among 310,000. B-score at 10 µM;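 active means fluorescence ratio B-score at most minus 3 library SDs, with starting brightness B-score within 2 library SDs, cut at about -5.5 in these data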
Kir21 block = blocks the mouse Kir2.1 inward-rectifier potassium channel. B-score at 10 µM. P35561. HEK293-Kir2.1, FluxOR thallium flux fluorescence; hits give low values. AID 1672. hit rate 0.85% among 310,000;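 active means fluorescence ratio B-score at or below minus 3 SD of library scores, with starting-brightness B-score within 2 SD, cut at about -4.2 in these data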;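 further: channel flux triggered by added potassium and thallium sulfate stimulus; B-score of peak minus minimum fluorescence over baseline after thallium stimulus; more negative B-score means stronger Kir2.1 block with less thallium influx; some compounds called inactive have numbers as strong as hits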
Target sequence (P35561 whole entry, looked up): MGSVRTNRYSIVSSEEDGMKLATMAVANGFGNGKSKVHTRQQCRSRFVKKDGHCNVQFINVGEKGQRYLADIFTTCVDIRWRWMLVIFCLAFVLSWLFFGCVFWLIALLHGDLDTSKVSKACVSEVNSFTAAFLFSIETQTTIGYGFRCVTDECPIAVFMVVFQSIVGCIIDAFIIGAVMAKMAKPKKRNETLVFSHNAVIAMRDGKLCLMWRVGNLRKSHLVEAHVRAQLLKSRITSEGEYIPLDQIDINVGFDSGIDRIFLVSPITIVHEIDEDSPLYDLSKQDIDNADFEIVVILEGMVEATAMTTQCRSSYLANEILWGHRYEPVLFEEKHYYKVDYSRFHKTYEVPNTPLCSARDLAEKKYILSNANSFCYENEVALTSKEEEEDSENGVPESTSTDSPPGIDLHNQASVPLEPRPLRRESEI
* = called active by the depositor; i = inactive; & = joins results of further samples.

#	SMILES	KCNQ2 block	Kir21 block
1	CCOC(=O)c1c(/N=C/c2c(O)n(-c3ccc(F)cc3)c(=S)[nH]c2=O)sc2c1CCCC2	i	-1.4
2	COc1cc(CN2CCN(C(=O)COc3ccccc3)CC2)cc(OC)c1OC	i	-0.04
3	O=C(Nc1nccs1)C(Cl)(Cl)Cl	i	-0.86
4	CC(C)Oc1ccc(CCN)cc1Cl	i	0.14
5	CC1CCN(c2cc(Br)c([N+](=O)[O-])cc2F)CC1	i	0.35
6	N[C@@H](Cc1c[nH]c2ccccc12)c1nnc(SCc2ccccc2)o1	i	-0.93
7	C=CCn1c(O)c(C(C)=Nc2cccc(C(F)(F)F)c2)c(=O)[nH]c1=O	i	-0.01
8	CCN(CC)CCN=Cc1c(O)n(CCc2ccccc2)c(=O)[nH]c1=O	i	-0.16
9	CC1(C)CN(S(=O)(=O)OCC(Cl)(Cl)Cl)C(=O)N1	i	-0.09
10	O=C1NC(=S)N(c2ccccc2F)C(=O)/C1=C\c1cccs1	i	1.1
11	CC/C(=N\Nc1cccc2ccccc12)c1c(O)[nH]c(=O)[nH]c1=O	i	-0.15
12	CC(Cc1ccc(O)cc1)NCC(O)c1cc(O)cc(O)c1 (stereo not drawn)	i	0.05
13	CCn1c(O)c(/C=N/N2CCOCC2)c(=O)n(CC)c1=S	i	-0.33
14	CC1(C)C2CC=C(CN3CCC(O)CC3)C1C2 (stereo not drawn)	i	0.16
15	Cc1cccc(N2CCN(Cc3ccc4c(c3)OCO4)CC2)c1C	i	-0.18
16	O=[N+]([O-])NC1=NCN(Cc2ccco2)CN1Cc1ccco1	i	-3.2
17	O=c1[nH]c(=O)n(-c2ccc(Br)cc2)c(O)c1C=NC(CO)(CO)CO	i	-1.1
18	C=CCN1C(=O)NC(=O)C(CCc2ccncc2)(CCc2ccncc2)C1=O	i	-0.73
19	CN(C=O)CP(=O)(O)CN(C)C=O	i	0.57
20	O=C1CCCN1C(=O)c1cncc(Br)c1	i	2.3
21	COc1ccccc1N1C(=O)CC(=O)NC1=O	i	-0.43
22	O=C(C1CC(=O)N(C2CCCC2)C1)N1CCC2(CC1)OCCO2 (stereo not drawn)	i	0.05
23	O=C(N[C@H]1CP(=O)(Oc2ccccc2)O[C@H](COCc2ccccc2)[C@H]1O)C(Cl)(Cl)Cl (stereo partly drawn)	i	-0.59
24	O=P(Nc1c(Cl)cccc1Cl)(c1ccccc1)c1nc2c(s1)CCCC2 (stereo not drawn)	i	0.01
25	CN(C(=O)Oc1ccc(F)cc1)c1ccccc1	i	0.18
26	COC(=O)C1=C(c2ccc(S(C)(=O)=O)cc2)C[C@@H]2CC[C@H]1N2C(=O)N1CCC(C)CC1	i	0.01
27	Cc1ccc(CNCCc2ccccc2F)cc1	i	-2.3
28	Cc1c(C(=O)N2CCC3(CC2)OCCO3)sc2ncnc(N(C)c3ccccc3)c12	i	0.55
29	O=P(OCC(F)(F)C(F)F)(N1CCCCC1)N1CCCCC1	i	-0.17
30	Cc1ccc(CN2CCCC(C(=O)c3sccc3C)C2)o1 (stereo not drawn)	i	0.41

4 entries out of the list, ordered by count of non-hydrogen atoms, low to high.
#	SMILES	KCNQ2 block	Kir21 block
25	CN(C(=O)Oc1ccc(F)cc1)c1ccccc1	i	0.18
17	O=c1[nH]c(=O)n(-c2ccc(Br)cc2)c(O)c1C=NC(CO)(CO)CO	i	-1.1
18	C=CCN1C(=O)NC(=O)C(CCc2ccncc2)(CCc2ccncc2)C1=O	i	-0.73
23	O=C(N[C@H]1CP(=O)(Oc2ccccc2)O[C@H](COCc2ccccc2)[C@H]1O)C(Cl)(Cl)Cl (stereo partly drawn)	i	-0.59

Next section:
#	SMILES	KCNQ2 block	Kir21 block
31	Nc1ccc(N2CCN(Cc3ccccc3Cl)CC2)c(Cl)c1	i	1.2
32	O=C1NC(=O)C(Cc2cccs2)C(=O)N1	i	-0.8
33	CCCCCSc1cc(OC)c(CCN)cc1OC	i	-6.2*
34	Cc1cc(C)[n+](C2C3CC4CC(C3)CC2C4)o1 (stereo not drawn)	i	-0.16
35	[N-]=[N+]=CC(=O)OC[C@H](N)C(=O)O	i	1.6
36	NP(=O)(OCCCc1ccccc1)Oc1ccccc1Cl (stereo not drawn)	i	0.38
37	Cc1oc(-c2ccc(F)cc2F)nc1CN1C[C@@H]2C[C@@H](C1)c1cccc(=O)n1C2	i	1.5
38	CN(C)CCCN=Cc1c(O)n(CCc2ccccc2)c(=O)[nH]c1=O	i	1.8
39	C=CCOC(=O)C1=C(C)OC(N)=C(C#N)[C@@]12C(=O)N(CC(N)=O)c1ccccc12	i	-0.23
40	COc1cc2c(cc1OC)CC[N+](C)=C2	i	0.01
41	CC(C)N1C(=O)NC(=O)C2(Cc3cc([N+](=O)[O-])ccc3N(C)C2c2ccccc2)C1=O (stereo not drawn)	i	0.89
42	OC[C@@H](O)CCl	i	0.52
43	c1ccc2c(c1)CSc1ccccc1C2C1=NCCN1 (stereo not drawn)	i	0.54
44	CC(=Nc1c(C)n(C)n(-c2ccccc2)c1=O)c1c(O)n(Cc2ccccc2)c(=O)[nH]c1=O	i	-0.2
45	Oc1cccc2nc3ccccc3nc12	i	1.1
46	COc1cc(Br)cc(CN2CCN(C)CC2)c1O	i	0.13
47	CCOc1cc2c(cc1OCC)-n1cccc1C(c1ccc(F)cc1)NC2 (stereo not drawn)	i	-1.1
48	COc1ccc(OC)c2c1CCC1NCCOC21 (stereo not drawn)	i	-0.01
49	Nc1c(C(=O)NCc2ccco2)c2nc3ccccc3nc2n1Cc1ccccc1	i	0.98
50	COC(=O)C1=C(c2ccccc2)C[C@@H]2CC[C@H]1N2C(=O)NCc1ccccc1	i	0.62
51	CC(=O)Nc1ccccc1C(=O)OCc1cccc(F)c1	i	-1.7
52	Cc1cc(OCC(=O)N2CCC(C(=O)O)CC2)c2c3c(c(=O)oc2c1)CCCC3	i	1.2
53	Oc1ccccc1CN(CCc1ccccc1)Cc1ccccc1	-6*	-3.2
54	CC1=C(C(=O)Nc2ccccc2)S(=O)(=O)CCO1	i	-0.96
55	CN1CCCN(C(=O)COc2cccc(C(F)(F)F)c2)CC1	i	-0.04
56	O=[N+]([O-])/C(Cl)=C1\NCCN1Cc1ccc(Cl)nc1	i	1.5
57	C=C1[C@@H](C)[C@H]2[C@H](Cc3ccccc3)NC(=O)[C@]23OC(=O)/C=C/[C@H](O)CCC[C@@H](C)C/C=C/[C@H]3[C@@H]1O	i	-0.82
58	O=C1C2CCCN2C(c2ccncc2)N1c1ccc(Cl)c(Cl)c1 (stereo not drawn)	i	0
59	C=CCNC(=S)/N=C/c1c(O)[nH]c(=O)[nH]c1=O	i	0.07
60	O=c1[nH]c(O)c(C=Nc2ccc(F)c(Cl)c2)c(=O)[nH]1	i	0.71
61	CCN(c1ccc(C(O)(C(=O)OC)C(F)(F)F)cc1)S(=O)(=O)c1ccc(C)cc1 (stereo not drawn)	i	-0.53
62	CCCCn1c(O)c(C(CC)=NCCN2CCCCC2)c(=O)[nH]c1=O	i	-0.06
63	CCN1CCN(Cc2cccnc2)CC1	i	-2
64	O=C(O)COc1ccc(Cl)cc1Cl	i	-0.38
65	CCCCc1nc(N2CCNCC2)c(C#N)c2c1CSC(C)(C)C2	i	-2.6
66	COc1cccc(NP(=O)(Oc2ccccc2Cl)Oc2ccccc2Cl)c1	i	0
67	c1cnc(N2CCNCC2)nc1	i	0.09
68	COc1ccccc1-n1c(O)c(C=Nc2c(C)n(C)n(-c3ccccc3)c2=O)c(=O)[nH]c1=O	i	0.04
69	CC1(c2ccc(Cl)cc2Cl)OCC(Cn2cncn2)O1 (stereo not drawn)	i	-0.77
70	C/C(=N\NP(=S)(c1ccccc1)c1ccccc1)c1ccc(O)cc1O	i	-0.1
71	CN(C)CCN=Cc1c(O)n(-c2cccc(C(F)(F)F)c2)c(=O)[nH]c1=O	i	0.78
72	CN1CCCN(C(=O)COc2ccc(Br)cc2)CC1	i	0.85
73	COc1ccc(OC)c(N2C(=O)NC(=O)C(CCc3ccncc3)(CCc3ccncc3)C2=O)c1	i	-0.49
74	CCc1ccc(N2C(=O)NC(=O)C(CCc3ccncc3)(CCc3ccncc3)C2=O)cc1	i	-1.4
75	Cc1nn(-c2ccccc2)c2c1CC1(C(=O)N(C)C(=O)N(C)C1=O)C1CCCCN21 (stereo not drawn)	i	-0.06
76	CCC(C)n1c(O)c(/C=N/Nc2nc3c(c(=O)n(C)c(=O)n3C)n2C)c(=O)[nH]c1=S (stereo not drawn)	i	2
77	CC1CCCN(CC(=O)c2ccc(Cl)c(Cl)c2)C1 (stereo not drawn)	i	1.6
78	C/C(=N\Nc1ccccc1)c1c(O)n(Cc2ccccc2)c(=O)[nH]c1=O	i	-0.06
79	Cc1ccccc1NC(=S)NC(NC(=O)CF)C(Cl)(Cl)Cl (stereo not drawn)	i	0.67
80	c1ccc(CCNCc2cccnc2)cc1	i	0.33
81	CCN1CCN(S(=O)(=O)c2cnc(Cl)c(Br)c2)CC1	i	-0.08
82	O=C(CN1CC(c2ccccc2)CC1=O)Nc1ccccc1 (stereo not drawn)	i	0.17
83	O=C(Nc1cccc(Cl)c1)N1C[C@H]2C[C@@H](C1)c1cccc(=O)n1C2	i	1.8
84	CN1C(=O)N(C)C(=O)C2(Cc3cc(NC(=O)c4ccccc4Cl)ccc3N3CCCC32)C1=O (stereo not drawn)	i	-0.63
85	Cc1cccc(C)c1N1CCN(c2c(C)cccc2C)CC1	i	2.8
86	O=C(Cn1nc(Cc2cccnc2)c2ccccc2c1=O)N1CCC2(CC1)OCCO2	i	-0.74
87	COCCOC(=O)c1c(N)n(Cc2ccco2)c2nc3ccccc3nc12	i	0.03
88	CC(C)CNC(=O)c1c(N)n(Cc2ccco2)c2nc3ccccc3nc12	i	-0.02
89	CCc1ccc(CN2CCCC(C(=O)c3sccc3C)C2)o1 (stereo not drawn)	i	-1.1
90	CC(=NCC1CCCO1)c1c(O)n(-c2ccccc2C)c(=O)[nH]c1=O (stereo not drawn)	i	-0.02

(cont.)
#	SMILES	KCNQ2 block	Kir21 block
91	COc1ccc(-n2c(O)c(C(C)=NCCN3CCNCC3)c(=O)[nH]c2=O)cc1	i	-1
92	O=C([O-])c1ccc(-[n+]2c(-c3ccccc3)cc(-c3ccccc3)cc2-c2ccccc2)cc1	i	1.5
93	COc1cc(CN2CC3CC(C2)c2cccc(=O)n2C3)cc(OC)c1OC (stereo not drawn)	i	0.41
94	C=CCN1C(=O)/C(=C/c2ccc(N3CCOCC3)o2)C(=O)NC1=S	i	-3.4
95	NNC(=O)CN1C(=O)CN=C(c2ccccc2)c2cc(Br)ccc21	i	-0.58
96	[O-]c1ccccc1-[n+]1c(-c2ccccc2)cc(-c2ccccc2)cc1-c1ccccc1	i	-9.7*
97	Cc1c2cnn(CC(=O)N3CCC4(CC3)OCCO4)c(=O)c2c(C)n1Cc1cccc(Cl)c1	i	0.74
98	COC(=O)C1=C(c2cc3ccccc3o2)C[C@@H]2CC[C@H]1N2C(=O)NCc1cccc2ccccc12	i	-0.09
99	C#CC1(O)CCC2C3CCC4=C/C(=N/OCC(=O)NCC(=O)NC(C(=O)O)C(C)C)CC[C@]4(C)C3CC[C@@]21C (stereo partly drawn)	i	-1.2
100	CN(C)Cc1ccccc1OC(=O)N(C)C	i	-2
101	Nc1ccccc1C(=O)OC1CSC1	i	1.2
102	CC(c1ccc(F)cc1)n1cc(C(=O)NCc2ccc3c(c2)OCO3)nn1 (stereo not drawn)	i	-0.55
103	CCN(CC)S(=O)(=O)c1ccc(N=Cc2c(O)n(-c3ccccc3)c(=O)[nH]c2=O)cc1	i	0.34
104	COc1cc2c(cc1OC)[C@@]13CCN4CC5=CCO[C@H]6CC(=O)N2[C@H]1[C@H]6[C@H]5C[C@H]43	i	-0.86
105	CCN1C(=O)C(=Cc2c(C)n(CC(=O)NCC3CCCO3)c3ccccc23)C(=O)N(CC)C1=S (stereo not drawn)	i	1.2
106	Cn1nc(-c2ccc(OCC(=O)N3CCN(Cc4ccccc4)CC3)cc2)c2ccccc2c1=O	i	-0.8&0.19
107	Cc1ccc(C(=O)C2CN(C)CC2C(=O)c2ccc(C)cc2)cc1 (stereo not drawn)	i	0.65
108	CSc1ccccc1C(=O)C1CCCN(Cc2cccc(C)n2)C1 (stereo not drawn)	i	-0.69
109	COc1ccccc1CNCCc1ccc(F)cc1	i	0.3
110	CC(=O)N1N=C(c2cccnc2)CC1c1ccccc1O (stereo not drawn)	i	-0.15
111	O=C(C1CCCO1)N1CCC2(CC1)OCCO2 (stereo not drawn)	i	-0.9
112	O=c1c2ccccc2nc(-c2ccco2)n1-c1ccncc1	i	0.59
113	C#CCN(C)C(C)Cc1ccccc1 (stereo not drawn)	i	2
114	CC(=Nc1ccc(F)cc1)c1c(O)n(C)c(=O)[nH]c1=O	i	0
115	O=C(Cc1ccccc1)N1CCN(Cc2ccc([N+](=O)[O-])cc2)CC1	i	-0.23
116	COc1ccc(-c2nc3ccccc3c(=O)n2-c2cccnc2)cc1	i	-0.53
117	CN1Cc2c(c(C#N)c(N)n(C)c2=S)CC1(C)C	i	-0.13
118	OC(c1ccccc1)(c1ccccc1)C1CCNCC1	i	-1.7
119	C=CCn1c(O)c(/C(C)=N/N2CCCCC2)c(=O)[nH]c1=O	i	0.94
120	COc1cc(O)c(C(=O)O)c(-c2cc(O)c(O)cc2C)c1	i	-0.01
121	O=C(COc1ccccc1)c1cn(Cc2ccccc2)c2ccccc12	i	-3.3
122	CC1CC(OC(=O)c2ccccc2)(c2ccccc2)C(C)CN1C (stereo not drawn)	i	-1.4
123	CCOP(=O)(Cc1ccc(C(=O)CC)o1)OCC	i	1.2
124	CCCCOc1ccc(CN2CCN(CC)CC2)cc1	i	0.77
125	CCC(=NCc1cccnc1)c1c(O)n(-c2ccccc2C)c(=O)[nH]c1=O	i	0.57

These rows are one share of the data, so the mix of outcomes need not match the whole.
